# OX1R antag-1 – antagonists of human orexin 1 receptor (OX1R); O43613; OX1R-expressing cells, FRET antagonist read-out; inhibition, % at 6.6 µM; 1.8% of 330,000 active; AID 485270; in the data active means inhibition mostly above about 38%, no sharp cut-off; inactive means mostly below about 40%;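 further: 0% = agonist challenge alone and 100% = reference antagonist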
# Target sequence (O43613 whole entry, looked up): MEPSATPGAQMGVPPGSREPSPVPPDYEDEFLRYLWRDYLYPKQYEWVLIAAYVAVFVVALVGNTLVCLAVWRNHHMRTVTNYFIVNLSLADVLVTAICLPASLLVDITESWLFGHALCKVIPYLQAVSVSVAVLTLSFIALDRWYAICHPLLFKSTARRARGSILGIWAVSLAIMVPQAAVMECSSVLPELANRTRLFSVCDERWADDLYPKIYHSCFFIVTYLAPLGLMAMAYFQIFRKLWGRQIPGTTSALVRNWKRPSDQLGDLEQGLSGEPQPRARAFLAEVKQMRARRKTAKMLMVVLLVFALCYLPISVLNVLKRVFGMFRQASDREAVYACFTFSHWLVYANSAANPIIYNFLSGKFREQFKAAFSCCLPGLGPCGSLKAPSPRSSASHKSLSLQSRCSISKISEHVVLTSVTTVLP
# CHT PAM – allosteric activators of human choline transporter CHT; Q9GZV3; CHT-expressing cells, membrane potential dye, choline EC20; stronger effect = higher value; LV-AA mutant CHT in HEK293 cells; B-score at 10 µM; 0.49% of 310,000 active;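 active means initial fluorescence not abnormally high and integrated response B-score, plate-corrected, over 3 SD above library mean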
# Target sequence (Q9GZV3 whole entry, looked up): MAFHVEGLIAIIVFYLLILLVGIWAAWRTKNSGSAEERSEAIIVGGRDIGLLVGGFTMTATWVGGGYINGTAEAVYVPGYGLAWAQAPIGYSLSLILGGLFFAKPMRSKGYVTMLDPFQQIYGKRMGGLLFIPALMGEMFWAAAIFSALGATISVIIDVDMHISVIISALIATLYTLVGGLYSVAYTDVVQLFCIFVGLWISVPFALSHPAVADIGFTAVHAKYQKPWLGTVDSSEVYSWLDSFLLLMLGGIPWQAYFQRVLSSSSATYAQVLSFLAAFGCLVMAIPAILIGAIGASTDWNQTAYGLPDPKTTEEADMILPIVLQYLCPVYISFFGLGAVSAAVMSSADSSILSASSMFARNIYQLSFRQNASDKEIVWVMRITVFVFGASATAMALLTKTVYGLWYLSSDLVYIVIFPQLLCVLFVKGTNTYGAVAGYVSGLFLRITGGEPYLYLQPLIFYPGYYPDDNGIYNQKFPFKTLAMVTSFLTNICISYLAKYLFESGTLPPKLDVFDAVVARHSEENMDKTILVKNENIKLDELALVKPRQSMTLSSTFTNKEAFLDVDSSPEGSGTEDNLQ
# OX1R antag-2 – human HCRTR1 antagonism. O43613. CHO/OX1R cells, Fluo-8 calcium fluorescence, orexin A. inhibition, % at 5 µM. 0.43% of 330,000 active. AID 434989;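 active means inhibition above its plate's threshold, mean inhibition of all tested compounds on the plate plus 3 SD, cut at about 37% in these data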;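 further: 0% = orexin A challenge wells and 100% = SB-334867-A antagonist wells; not every result past the cut was called active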
# Starred values were filed as active, the others as inactive; i = inactive; / = no result given. Rows are unselected; about 2.5% have a hit in one of these screens.
Compound | OX1R antag-1 | CHT PAM | OX1R antag-2
O=C(C1=C[C@@H](c2ccc(Br)cc2)C[C@@H](OCCCCO)O1)N1CCN(Cc2ccccc2)CC1 | 27 | i | -26
COc1ccccc1-c1nnc(SCCN2CCOCC2)n1-c1ccc(C)cc1 | 25 | i | -4
CSc1nc2sc3c(c2c2nnnn12)CCCC3 | 5 | i | -13
CCOC(=O)NC(=O)CN1C(=O)NC2(CCc3ccccc32)C1=O (centres undefined) | 13 | i | -24
CCOc1ccc(S(=O)(=O)N(CC)CC(=O)N2CCCC2)cc1 | 3 | i | -4
CN(C)C(=O)CSc1nnc(CCNC(=O)OC(C)(C)C)o1 | 3 | i | 11
O=C(CNS(=O)(=O)/C=C/c1ccccc1)OC1CCOC1=O (centres undefined) | 4 | i | -7
C/C(=N\OC(=O)c1ccc(F)cc1)c1nccs1 | 3 | i | -9
COc1cccc2sc(NN)nc12 | 12 | i | -9
Cc1ccc(NCC(=O)c2ccc([N+](=O)[O-])cc2)cc1 | 22 | 6.4* | -13
Nc1cc(C(=O)c2ccccc2)ccc1N1CCOCC1 | 40 | i | -20
CC1CC(=O)Nc2ccccc2N1S(=O)(=O)c1ccc(Cl)cc1 (centres undefined) | 2 | i | -2
C=CCn1c(CCNC(=O)c2cccs2)nnc1SCC(=O)Nc1cccc(F)c1 | 17 | i | -21
COc1cccc(C2=CC(c3cc(OC)ccc3OC)n3nnnc3N2)c1 (centres undefined) | 41 | i | -20
Cc1nn(CC(=O)OCC(=O)NC(C)c2ccccc2)c(C)c1[N+](=O)[O-] (centres undefined) | 15 | i | -26
O=C(CCNC(=O)C1CCN(S(=O)(=O)c2ccccc2)CC1)NCc1ccccn1 | 3 | i | -17
CS(=O)(=O)c1ccc(C(=O)OCC(=O)Nc2cccnc2Cl)cc1[N+](=O)[O-] | 21 | / | 14
COc1ccc(OC)c(C2=NO[C@@](CC(=O)O)(C(=O)Nc3ccc4c(c3)OCCO4)C2)c1 | 8 | i | -5
CCc1c(C)nc2ncnn2c1N1CCCC(C(=O)NCCc2ccccc2)C1 (centres undefined) | 16 | i | -30
CCn1c(=O)c([N+](=O)[O-])c(N2CCOCC2)c2ccccc21 | 5 | i | -5
Cc1occc1C(=O)Nc1c(F)cc(F)cc1Br | 1 | i | -1
COc1ccc(-n2c(CCc3ccccc3)nnc2SCC(=O)c2ccc(Cl)cc2)cc1 | 14 | i | -26
COc1ccc(CCC(=O)N(C)CC(=O)Nc2ccc(Cl)c(C(F)(F)F)c2)cc1 | 14 | i | -16
CC(C)(C)NS(=O)(=O)c1ccc(OCC(=O)NCc2ccco2)cc1 | 17 | i | 4
CCOC(=O)c1ccc(CNC(=O)C2CCCCC2C(=O)OCC(F)(F)F)o1 (centres undefined) | 31 | i | -21

# Next section; the last 2 above are carried over.
Compound | OX1R antag-1 | CHT PAM | OX1R antag-2
CC(C)(C)NS(=O)(=O)c1ccc(OCC(=O)NCc2ccco2)cc1 | 17 | i | 4
CCOC(=O)c1ccc(CNC(=O)C2CCCCC2C(=O)OCC(F)(F)F)o1 (centres undefined) | 31 | i | -21
COc1cccc(NC(=S)/C(=C(\[O-])c2ccc(C)c([N+](=O)[O-])c2)[n+]2ccccc2)c1 | 9 | i | -28
O=C1CCN1C1(C(=O)NC2CCCCC2)CCCC1 | 5 | i | 5
O=C(NNC(=O)c1cc(-c2ccncc2)nc2ccccc12)c1cccc(Cl)c1 | 14 | i | -19
O=C(COc1ccccc1C(=O)Nc1ccccc1)c1ccc(F)cc1 | 5 | i | -17
O=C(Cc1cccc(F)c1)N1CCCC(CO)(Cc2ccc(F)cc2F)C1 (centres undefined) | 14 | i | -23
Cc1ccc(SCC(=O)n2nc(C)cc2C)cc1 | -5 | i | 7
COC(=O)c1sc(NC(=O)c2ccco2)nc1C | 25 | i | -9
O=c1c2ccccc2n2cnnc2n1-c1ccccc1 | 8 | i | -15
CCNc1nc(C#N)nc2c1ncn2-c1cc(F)cc(F)c1 | 5 | / | -17
O=C(NCCc1csc(-c2cccnc2)n1)c1cccc2ccccc12 | 26 | i | -18
COc1ccc(NC(=O)COc2ccc(N(C)S(=O)(=O)c3ccc(Cl)cc3)cc2)cc1OC | 45* | i | 51*
O=C(CSc1oc(-c2ccc(F)cc2)nc1S(=O)(=O)c1ccccc1)NCC1CCCO1 (centres undefined) | 10 | i | -30
C=CCOc1ccc(C2=NOC(C(=O)Nc3ccc4c(c3)OCCO4)C2)cc1OC (centres undefined) | 7 | i | -26
O=C1[C@@H]2CSCN2C(=O)CN1Cc1cccc(C(F)(F)F)c1 | 0 | i | -22
Fc1ccc2c(c1)[C@H]1OCC[C@H]1[C@@H](c1ccco1)N2 | 16 | i | -12
Cc1cccc(C)c1OCc1cc(C(=O)NC2CCC2)no1 | 17 | i | -27
COC(=O)c1cc2sccc2n1Cc1nc(-c2ccc(OC)cc2)oc1C | 11 | i | -29
Cc1cc(C)c(NC(=O)CSc2ccc(-c3ccccn3)nn2)c(C)c1 | 12 | i | -15
CNC(=O)CN1C(=O)c2ccccc2S1(=O)=O | 10 | i | 4
CCN(CC)CCN(C(=O)c1ccc(S(=O)(=O)N(C)C2CCCCC2)cc1)c1nc2c(C)cccc2s1 | 20 | i | -36
Cc1noc(C)c1CCC(=O)N1CCCC(CCC(=O)NCc2ccc(F)c(F)c2)C1 (centres undefined) | 9 | i | -19
COc1cc(C(=O)Nc2ccc(S(=O)(=O)NC(C)C)cc2)cc(OC)c1OC | 12 | i | 1
O=C(Nc1nc(-c2cccnc2)cs1)c1ccc(S(=O)(=O)N2CCOCC2)cc1 | 14 | i | -13
Cc1n[nH]c(C)c1CCNCc1ccc(OCC(O)CN2CCCCC2)cc1 (centres undefined) | 8 | i | -3
COc1ccc(C(C)NC(=O)c2ccc([N+](=O)[O-])cc2)cc1OC (centres undefined) | 48 | i | -10
Cc1cccc(NC(=O)C(c2cccc([N+](=O)[O-])c2)N2CCCCC2)c1 (centres undefined) | 3 | i | -28
COc1ccc(NC(=O)CN(C)C(=O)COc2ccccc2Cc2ccccc2)cc1 | 10 | / | 1
O=C(COc1ncnc2ccccc12)Nc1cccc(S(=O)(=O)N2CCOCC2)c1 | 22 | i | -13
CCC(C)n1nccc1NC(=O)C(C)OC(=O)c1cc2ccccc2[nH]1 (centres undefined) | 16 | i | -12
C=CCn1c(CCNC(=O)c2cccs2)nnc1SCC(=O)c1ccc(Cl)cc1 | 25 | i | -41
CC1CN(C(=O)CSc2nc(-c3ccccc3)cs2)CC(C)O1 (centres undefined) | 7 | i | -9
COc1cccc(N=Nc2c(N)[nH]n3c(=O)cc(-c4ccccc4)nc23)c1 | 0 | i | -10
CC(C)CN1C(=O)c2ccc(NC(=O)c3ccco3)cc2C1=O | 19 | i | -22
Cc1c([N+](=O)[O-])c(C(=O)Nc2ccc3c(c2)OCCO3)nn1C | 22 | i | 4
OC(COc1ccc2ccccc2c1Cl)CN1CCOCC1 (centres undefined) | 24 | i | -17
O=C(Cn1c2ccccc2c(=O)c2ccccc21)Nc1cccc(F)c1 | 14 | i | -15
O=C(Nc1ccc(S(=O)(=O)N2CCc3ccccc3C2)cc1)C1CCCO1 (centres undefined) | 7 | i | 18
COc1ccc2c(c1OC)C(=O)N1C2SC(C)(C)[C@H]1C(=O)NC(C)C (some centres undefined) | 19 | i | -23
CCC(C)N1CC(=O)N2C(c3ccc(OC)cc3OC)c3[nH]c4ccccc4c3C[C@H]2C1=O (some centres undefined) | 9 | i | -23
CCCCC(=O)NC1(C(F)(F)F)C(=O)Nc2c1c(=O)[nH]c(=O)n2Cc1ccco1 (centres undefined) | 12 | i | 14
CCC(C(=O)Nc1cc(OC)c(NC(=O)c2ccccc2)cc1OC)c1ccccc1 (centres undefined) | -2 | i | -30
O=C(C1CCC(C(=O)N2CCc3ccccc32)CC1)N1CCc2ccccc21 (centres undefined) | 10 | i | -22
CN(CC(N)=O)S(=O)(=O)c1ccc(F)cc1 | 4 | i | -1
CC(C)(C)N(Cc1ccccc1)C(=O)CSc1nnc(CNc2ccc(F)cc2)o1 | 7 | i | -17
COC(=O)c1sc(NC(=O)Cc2cccs2)nc1C | 17 | i | -5
COc1cc(S(=O)(=O)Nc2ccc(Br)cc2)ccc1N | 14 | i | -11
C=CCNc1nc(Cl)ncc1F | 11 | i | -2
COc1ccc(C2=NN(C(=O)CN3CCCCC3)C(c3ccc(C)cc3)C2)cc1 (centres undefined) | 14 | i | -15
c1ccc(C2CC(c3cccs3)=NN2c2ccccc2)cc1 (centres undefined) | 19 | i | -19
COC(=O)CCCC1=CC2=CC(=O)C(C)(OC(=O)c3cccs3)C(=O)C2=CN1Cc1ccccc1 (centres undefined) | 34 | i | -39

# (continued)
# Value order – OX1R antag-1 | CHT PAM | OX1R antag-2
> CCCCN1C(=O)c2ccc(C(=O)Nc3ccccc3N3CCOCC3)cc2C1=O
→ 22 | i | -23
> COc1ccc(CCNC(=O)c2c(C)nc3ccccn23)cc1OC
→ 22 | i | -8
> CCOP(=O)(OCC)C(NC(=O)Nc1ccccc1)C(N)=O (centres undefined)
→ 3 | i | -20
> CCOc1ccc(C(=O)NCC(=O)OCc2c(C)noc2C)cc1OCC
→ 2 | i | -14
> COC(=O)c1sccc1NC(=O)CSc1ccccc1N
→ 9 | i | -20
> Cc1ccc(-n2c(Cc3cccs3)nnc2SCC(=O)OC(C)C)cc1
→ 25 | i | -22
> Nc1ccc(C2(c3ccc(N)cc3)C(=O)Nc3ccccc32)cc1
→ 6 | i | 9
> CCNC(=O)N1CCCC(C(=O)c2ccc(OC)c(OC)c2)C1 (centres undefined)
→ 12 | i | 0
> CC1CN(Cc2c(O)ccc3c2oc(=O)c2ccccc23)CC(C)O1 (centres undefined)
→ 19 | i | -16
> O=c1c2c([nH]c3ccccc13)CCCCC2
→ 10 | i | -13

# Twelve structures already listed, sorted by SMILES length, lowest first.
# Value order – OX1R antag-1 | CHT PAM | OX1R antag-2
> C=CCNc1nc(Cl)ncc1F
→ 11 | i | -2
> O=c1c2c([nH]c3ccccc13)CCCCC2
→ 10 | i | -13
> COC(=O)c1sccc1NC(=O)CSc1ccccc1N
→ 9 | i | -20
> c1ccc(C2CC(c3cccs3)=NN2c2ccccc2)cc1 (centres undefined)
→ 19 | i | -19
> CCOP(=O)(OCC)C(NC(=O)Nc1ccccc1)C(N)=O (centres undefined)
→ 3 | i | -20
> COc1ccc(CCNC(=O)c2c(C)nc3ccccn23)cc1OC
→ 22 | i | -8
> CCNC(=O)N1CCCC(C(=O)c2ccc(OC)c(OC)c2)C1 (centres undefined)
→ 12 | i | 0
> CCOc1ccc(C(=O)NCC(=O)OCc2c(C)noc2C)cc1OCC
→ 2 | i | -14
> CC1CN(Cc2c(O)ccc3c2oc(=O)c2ccccc23)CC(C)O1 (centres undefined)
→ 19 | i | -16
> CCCCN1C(=O)c2ccc(C(=O)Nc3ccccc3N3CCOCC3)cc2C1=O
→ 22 | i | -23
> COc1ccc(C2=NN(C(=O)CN3CCCCC3)C(c3ccc(C)cc3)C2)cc1 (centres undefined)
→ 14 | i | -15
> COC(=O)CCCC1=CC2=CC(=O)C(C)(OC(=O)c3cccs3)C(=O)C2=CN1Cc1ccccc1 (centres undefined)
→ 34 | i | -39

# Other compounds
# Value order – OX1R antag-1 | CHT PAM | OX1R antag-2
> O=S(=O)(Nc1cccnc1)c1ccc(C2CCCCC2)cc1
→ 59 | i | 42*
> C=C(C)C(=O)Nc1cccc(C2=NOC3(C2)C[C@@H](C(N)=O)N(C(=O)[C@H]2CCC(=O)N2)C3)c1 (some centres undefined)
→ 10 | i | -7
> O=C1C=C(c2cccc3c2Oc2ccccc2S3)C[C@@H](c2ccc(Cl)cc2)C1
→ 2 | / | -40
> COc1cc(Cl)ccc1OCc1cc(C(=O)N2C[C@H]3CC[C@H]2C3)no1
→ 11 | i | -16
> O=C(CCn1cnnn1)Nc1ccc(Cl)c(Cl)c1
→ 7 | i | 3
> C#CCNC(=O)C1=C[C@H](C(C)(C)C)C[C@H](OCc2ccc(CO)cc2)O1
→ 15 | i | -15
> C[N+]12CCCCC1C(COC(=O)c1ccc3c(c1)OCO3)CCC2 (centres undefined)
→ 12 | i | 0
> CCOC(=O)C1=NN(c2ccc(C)cc2)C2(S1)SC(C(C)=O)=C(C)N2c1ccccc1 (centres undefined)
→ 26 | i | -21
> CCn1ncc(-c2cc(C(=O)O)no2)c1C
→ 14 | i | -7
> Cc1cccc([N+](=O)[O-])c1C(=O)O
→ 0 | / | -15
> Cc1c(CC(=O)N[C@@H](C)C(=O)O)c(=O)oc2cc3oc4c(c3cc12)CCCC4
→ 6 | i | 4
> C/C(=N\NC(=O)c1ccccc1NC(=O)c1ccc(Cl)cc1)c1ccncc1
→ 17 | i | -14
> CC(=O)c1cc2c(cc1NC(=O)CN(C)S(=O)(=O)c1cccs1)OCO2
→ 4 | / | -1
> O=C(NCc1ccccc1Cl)c1ccc(S(=O)(=O)N2CCCC2)cc1
→ 11 | / | -18
> COCCN1Cc2cccc(C(=O)N3CCN(c4cc(C)ccc4C)CC3)c2C1=O
→ -7 | i | -22
> CCN(c1ccccc1)S(=O)(=O)c1ccc2[nH]c(=O)c(=O)[nH]c2c1
→ 30 | i | -9
> COc1ccc(Cn2ccnc2CO)cc1[N+](=O)[O-]
→ 12 | i | -12
> O=C(Nc1cccc2ccccc12)C(=O)C1C(=O)Nc2ccccc21 (centres undefined)
→ 13 | i | -14
> Cc1c(C2(O)CCCCC2)[nH]c2ccc(C#N)cc12
→ 5 | / | -2
> Cc1ccc(CC2S/C(=C(/C#N)C(=O)N3CCOCC3)N(c3ccccc3)C2=O)cc1 (centres undefined)
→ 17 | i | -17
> CN(CC(=O)Nc1c(Cl)cccc1Cl)CC(=O)N(C)C1(C#N)CCCCC1
→ 2 | / | -8

# Screening results as filed in PubChem BioAssay.
